# Source: PubChem
# Lipid storage S3 – qHTS Assay for Lipid Storage Modulators in Drosophila S3 Cells; Drosophila S3 cells, BODIPY lipid droplet fluorescence, 18-24 h; cells fed with added oleic acid; 0.64% of 320,000 active; Potency in µM for hits, for the others lipid storage change, negative = inhibition, % at the top dose, mostly 46.1 µM; active = well fitted inhibition curve with a large enough effect in the signal ratio, with a control signal flat, not every such curve was filed as active; inconclusive = small, poorly fitted or top-dose-only effect, or effect the other way, or a change in a side signal; the % refers to the signal ratio
#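 Drosophila S3 cells got compounds at several concentrations plus oleic acid (400 uM solution). Laser-scanning cytometry with 488 nm excitation read lipid droplets at 500-530 nm and cells at 575-640 nm. Percent activity was relative to 20 uM Triacsin C.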
# Lipid storage S3 cell count max – recorded beside Lipid storage S3, whose call it bears; cell number change, %; measured here: cell count max response;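 cells counted by Cell Tracker Red CMTPX staining in the red channel; peak over a dose series mostly up to 46.1 µM; percent activity relative to internal control wells on each plate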
# Starred values were filed as active, the others as inactive; i = inactive; u = inconclusive; x = no result given; [ ] = remark or other dose. % is scaled to controls: 0 for no effect and ±100 for the full control effect; potency is read from the fitted curve at half-maximal effect. Not all compounds are listed; count on the stated rates, not on these rows.
# The opening three compounds, to show the layout:
SMILES,Lipid storage S3,Lipid storage S3 cell count max
O=C(/C=C/c1ccc(F)cc1)Nc1ccc(S(=O)(=O)Nc2ncccn2)cc1,10%,8
Cc1c(Cl)cccc1NC(=O)CSc1nc2ncc(Cl)cc2[nH]1,1%,8
CCN(CC)CCNC(=O)Cc1c(C(=O)O)n(C)c2ccccc12,12%,x

# The listing, from the start:
SMILES,Lipid storage S3,Lipid storage S3 cell count max
O=C(/C=C/c1ccc(F)cc1)Nc1ccc(S(=O)(=O)Nc2ncccn2)cc1,10%,8
Cc1c(Cl)cccc1NC(=O)CSc1nc2ncc(Cl)cc2[nH]1,1%,8
CCN(CC)CCNC(=O)Cc1c(C(=O)O)n(C)c2ccccc12,12%,x
O=C(O)Cc1csc(-c2ccc(F)cc2)n1,i,x
Cc1ccc2c(c1)N=C(c1ccc(Cl)cc1)CO2,i,x
COc1ccc(Cc2[nH]n3c(=O)cc(C(C)C)nc3c2-c2ccccc2)cc1,u,x
CCn1c(C)nc2cc(C(=O)N/N=C(\C)c3ccc(OC)cc3O)ccc21,u,x
Cc1nc2sc(C(c3cccc(F)c3)N3CCC(C)CC3)c(O)n2n1 (stereo not given),i,x
Cc1ccc(S(=O)(=O)CCC(=O)Nc2nnc(-c3ccccc3S(C)(=O)=O)o2)cc1,u,x
Nc1cccc(C(=O)Nc2ccccc2Cl)c1,21%,-5
COC(=O)c1ccc(Cn2nnc3c(=O)[nH]c(C4CCN(S(=O)(=O)c5ccc(F)cc5)CC4)nc32)cc1,i,-21
c1ccc2c(c1)SCc1nnc(-c3ccncc3)n1-2,i,x

# Next section; it opens with the 3 that closed the last part.
SMILES,Lipid storage S3,Lipid storage S3 cell count max
Nc1cccc(C(=O)Nc2ccccc2Cl)c1,21%,-5
COC(=O)c1ccc(Cn2nnc3c(=O)[nH]c(C4CCN(S(=O)(=O)c5ccc(F)cc5)CC4)nc32)cc1,i,-21
c1ccc2c(c1)SCc1nnc(-c3ccncc3)n1-2,i,x
Cc1ccc(Cl)c(OCC(=O)Nc2cc(S(=O)(=O)N3CCOCC3)ccc2N2CCCC2)c1,u,x
O=C(COc1ccc(F)cc1)Nc1ccc(-n2cnnn2)cc1,u,x
CC(C)(C)c1cc(N/C=C\c2nnnn2-c2ccc(Br)cc2)no1,4%,7
O=C(COC(=O)c1cccc(OC(F)F)c1)NC(=O)NC1CCCCC1,u,x
COc1cccc(C2[C@H](C)C3(CCN2C)OCCO3)c1 (stereo not given in full),0%,4
O=C(NCc1ccc2c(c1)OCO2)c1cc([N+](=O)[O-])ccc1N1CCCCC1,-1%,-10
CCC(=O)Nc1ccc(S(=O)(=O)Nc2c(NC)c3ccccc3oc2=O)cc1,18µM*,8.1*
O=C(CCCSc1nc2ccccc2[nH]1)NCc1ccco1,22%,-8
C=CCNc1nnc(SC2CC(=O)N(c3ccc(OCCC)cc3)C2=O)s1 (stereo not given),u,x
Cc1cc(C)cc(NC(=O)C2CCCC2)c1,u,x
Cc1ccc(NC2CCCN(C(=O)c3cc4ncccn4n3)C2)cc1C (stereo not given),u,x
COC(=O)c1cn(NC(=O)C2CCCO2)c(=O)c2ccccc12 (stereo not given),0%,10

# Arranged by number of heavy atoms (rising): some entries from above
SMILES,Lipid storage S3,Lipid storage S3 cell count max
Cc1cc(C)cc(NC(=O)C2CCCC2)c1,u,x
CCC(=O)Nc1ccc(S(=O)(=O)Nc2c(NC)c3ccccc3oc2=O)cc1,18µM*,8.1*
Cc1ccc(Cl)c(OCC(=O)Nc2cc(S(=O)(=O)N3CCOCC3)ccc2N2CCCC2)c1,u,x

# (continued)
SMILES,Lipid storage S3,Lipid storage S3 cell count max
O=C(Nc1ccccc1Cl)N1CCn2c(nc3ccccc32)C1,u,x
O=C(Nc1ccc(N2CCOCC2)cc1N1CCOCC1)c1ccc(Cl)cc1,u,x
Cc1ccc(-c2noc(CSc3nnnn3C3CCCCC3)n2)cc1,u,x
Cn1c(N)c(C(=O)COC(=O)c2ccc(Cl)c(S(=O)(=O)N3CCCCC3)c2)c(=O)n(C)c1=O,u,x
Nc1nc(SCc2ccc(F)cc2)n[nH]1,i,4
CC1CN(CCCOc2ccccc2-c2ccccc2)CC(C)O1 (stereo not given),u,x
O=C(CSc1ccccc1F)NC1CCS(=O)(=O)C1 (stereo not given),u,x
CNC(=S)NNC(=O)Cn1ccc(C)n1,-3%,-3
Cc1ccc2c(c1)N(CC(=O)NCc1cccs1)C(=O)CO2,u,x
CCOc1cc(Br)cc(/C=N/NC(=O)c2cccnc2)c1O,u,x
CCOC(=O)CCc1c(C)c(C#N)c2nc3ccccc3n2c1-n1cnc2ccccc21,i,x
O=C(Nc1ccc(F)cc1)C1CCCN(C2=NS(=O)(=O)c3ccccc32)C1 (stereo not given),u,x

# Full records from above:
# CCOC(=O)CCc1c(C)c(C#N)c2nc3ccccc3n2c1-n1cnc2ccccc21 in the list: Lipid storage S3 = i; Lipid storage S3 cell count max = x
# O=C(Nc1ccccc1Cl)N1CCn2c(nc3ccccc32)C1 in the list: Lipid storage S3 = u; Lipid storage S3 cell count max = x

# Following part.
SMILES,Lipid storage S3,Lipid storage S3 cell count max
O=C(NCCN1C(=O)S/C(=C\c2ccccc2F)C1=O)C1CCN(S(=O)(=O)c2cccs2)CC1,-2%,15
CN(C)C(CNC(=O)c1ccc(NS(=O)(=O)c2cccc([N+](=O)[O-])c2)cc1)c1ccco1 (stereo not given),u,x
Cc1noc(C)c1CN1C(=O)NC2(CCCCCCC2)C1=O,2%,-11
COc1ccc(C2c3c(oc4ccc(Cl)cc4c3=O)C(=O)N2Cc2ccco2)cc1OC (stereo not given),7%,4
O=C(Cn1cc(C(=O)c2cccs2)c2ccccc21)NCC1CCCO1 (stereo not given),u,x
C=CCn1c(NCc2ccccc2)nc2ccccc21,-17%,-3
Cc1c(C(=O)N2CC3(CC(c4cccc(NC(=O)CC(c5ccccc5)c5ccccc5)c4)=NO3)C[C@@H]2C(N)=O)cc([N+](=O)[O-])cc1[N+](=O)[O-] (stereo not given in full),11%,10
N#Cc1cn(OCc2ccccc2)c(=O)[nH]c1=O,u,x
Cc1cc2ccccc2n2c(SCC(=O)N3CCN(C(=O)c4ccco4)CC3)nnc12,u,x
Cc1c(NC(=O)COc2ccc(C(C)C)cc2)c(=O)n(-c2ccccc2)n1C,i,28
CN(C)CCOC(=O)C12CC3(C)CC(C)(CC(C)(C3)C1)C2,u,x
COc1ccccc1C(=O)NCCC(=O)Nc1ccc(OC(F)(F)F)cc1,u,x
Cc1ccc(S(=O)(=O)NCCC(=O)Nc2ccc(Cl)c(Cl)c2)cc1C,u,x
CC(=O)N1CCN(C(=O)c2ccc(NS(=O)(=O)c3ccc4[nH]c(=O)[nH]c4c3)cc2)CC1,-27%[0.0737 µM],-7
Fc1ccc(OCc2cc(-c3ccccc3)no2)cc1,u,x
O=C(CSc1nnc2ccc(-c3cccnc3)nn12)Nc1ccc(F)cc1,25%,x
CN(CC(=O)NCc1ccncc1)S(=O)(=O)c1cc(Cl)ccc1Cl,u,x
O=C(NC(=C(Cl)Cl)S(=O)(=O)c1ccc(Cl)cc1)c1ccccc1,u,x
Cc1c(NC(=O)C23CC4CC(CC(C)(C4)C2)C3)c(=O)n(-c2ccccc2)n1C,-10%,-1
Cc1cc(C)cc(NC(=O)C2CCC(CNC(=O)[C@@H]3Cc4ccccc4CN3)CC2)c1 (stereo not given in full),u,x
CC(C)(C)C1CCc2onc(C(=O)Nc3cccc(O)c3)c2C1 (stereo not given),u,x
N#Cc1c2n(c3c(-c4ccccc4)ncnc13)CCC2,u,x
O=C(CSc1ccccc1)NCc1cccnc1,u,x
COc1ccc(C2C(C(=O)N3CCN(c4ccccc4)CC3)c3ccccc3C(=O)N2C)cc1 (stereo not given),-19%,x
COc1ccc(-c2cc3nc(C)cc(-c4ccc(OC)cc4)n3n2)cc1,u,x
COCCCN(CC(=O)Nc1ccc(N2CCOCC2)cc1)S(=O)(=O)c1ccc(C)cc1,-5%,-4
CCc1ccc(/C=N/NC(=O)c2cc(-c3cccc([N+](=O)[O-])c3)n[nH]2)cc1,-13%,-26
CCC(C)Nc1nc2c(c(=O)n(C)c(=O)n2C)n1Cc1ccc(Cl)cc1 (stereo not given),6%,-12
COc1ccc(-c2noc(CN(C)Cc3ccc(C)o3)n2)cc1,17%,10
CC(C)n1nc(C(=O)OCn2nnc3ccccc3c2=O)c2ccccc2c1=O,9%,-10
OC(C#CCN1CCOCC1)(c1ccccc1)C1CC1 (stereo not given),3%,5
CCCNC(=S)Nc1ccc(Cl)cc1C,-9%,-20
Cc1ccccc1CS(=O)(=O)Cc1ccc(C(=O)NCc2ccco2)o1,-2%,12
COC(=O)c1sccc1NC(=O)CCC1CCCCC1,0%,-8
CCCC1C2C(=O)N(c3ccccc3OC)C(=O)C2ON1c1ccccc1 (stereo not given),u,x
COc1ccc2cc3cc(C(=O)NCCC(C)C)oc3nc2c1,u,x
O=c1c2ccccc2nnn1CSc1nc2ccccc2c(=O)n1Cc1ccco1,9%,2
Cc1[nH]nc2c1C(c1ccc(-c3ccccc3C#N)o1)C(C#N)=C(N)O2 (stereo not given),u,x
O=C(N/N=C\c1ccc(-c2cccc(Cl)c2)o1)C(=O)NC1CCCC1,-11%,10
CC1CC(c2ccccc2)n2nc(N3C(=O)c4ccccc4C3=O)nc2N1 (stereo not given),u,x
NS(=O)(=O)c1ccc(CCNC(=O)CCc2nc3sc4c(c3c(=O)[nH]2)CCCC4)cc1,u,x
CC(=O)NCCC1CCN(C(=O)c2cc(COc3ccc(C)nc3)on2)CC1,u,x
CC1CCN(S(=O)(=O)c2ccc(NC(=O)CN3CCCCCC3)cc2)CC1,u,x
Cc1cc(-c2ccc(S(=O)(=O)NCc3ccc(F)cc3)cc2)on1,i,-15
O=C(CSc1nc2ccccc2o1)N1CCCC1,u,x
O=C(Nc1ccc(S(=O)(=O)N2CCOCC2)cc1)c1cccnc1,u,x
CN(CCc1ccccn1)C(=O)Nc1cc(Cl)cc(Cl)c1,-2%,-6
Cc1ccc(C(C)C)c(OCC(=O)NNC(=O)CC2OC(=O)c3ccccc32)c1 (stereo not given),i[0.0737 µM],x
O=C1CCc2cc(S(=O)(=O)N3CCN(c4cccc(C(F)(F)F)c4)CC3)ccc2N1,u,x
CN(c1cccc(NC(=O)CCSc2ccccc2)c1)S(C)(=O)=O,u,x
O=C(CCNS(=O)(=O)c1ccc(Br)cc1)NCc1ccco1,1%,1
CCN(CC)S(=O)(=O)c1ccc(/C=C/C(=O)Nc2ccc(F)c(F)c2F)cc1,u,x
Cn1c(CCC(=O)O)nc2cc(S(=O)(=O)N3CCCCC3)ccc21,u,x
CCN(CC)CCCN(C(=O)c1ccco1)c1nc(-c2ccc(C)cc2)cs1,-8%,-6
Cc1ccc(N(CC(=O)NCc2ccco2)C(=O)CCC(=O)Nc2ccccn2)cc1C,u,x
O=C(Cn1c(=O)sc2ccccc21)Nc1ccc(O)cc1,-7%,5
O=C([O-])c1cc(-c2ccccc2)cc(-c2ccccc2)[n+]1Cc1ccccc1,u,x
CC(C)CSc1oc(-c2ccco2)nc1S(=O)(=O)c1ccccc1,16%,11
Cn1c(=O)c2cc(S(=O)(=O)NC(C(=O)Nc3cccnc3)c3ccccc3)ccc2n(C)c1=O (stereo not given),-1%,1
CC(=O)N(C)c1ccc(OCC(O)COc2ccc(N(C)C(C)=O)cc2)cc1,19%,-3
# Remaining list, next part.
SMILES,Lipid storage S3,Lipid storage S3 cell count max
Cc1cc(C)cc(NC(=S)NCc2ccc3[nH]c4c(c3c2)CCCC4)c1,u,x
CCCc1cc(-c2nc(-c3ccc(Br)cc3)cs2)ccn1,u,x
Cn1cc(/C=C2/SC(=O)N(CC(=O)Nc3ccc4c(c3)OCO4)C2=O)c2ccccc21,u,x
COc1ccc(S(=O)(=O)Nc2cc3c4c(c2)CC(=O)N4CCC3)cc1C,u,x
O=c1oc2ccccc2cc1-c1cn2ccccc2n1,-7%,2
O=C1CC(c2ccccc2)=NN1c1ccc([N+](=O)[O-])cc1,u,x
O=C(CSc1nnc(CNC(=O)c2ccc(F)cc2)o1)NCc1ccccc1,u,x
COc1ccc(OC)c(C(O)CNC(=O)CN)c1 (stereo not given),-11%,-16
CC(=O)Nc1nc2c(s1)C(=O)NCC(C)(C)C2,-10%,11
CCNC(=O)CSc1nc2cc([N+](=O)[O-])ccc2n1-c1cccc(C(F)(F)F)c1,17%,-9
Cc1ccc(C(NC(=O)N2CCCC2)C(Cl)(Cl)Cl)cc1F (stereo not given),u,x
O=C(O)c1ccccc1C(=O)NCCCCCCNC(=O)c1ccccc1C(=O)O,u,x
CN(C)C(=O)CSc1cnc2ccccc2n1,-4%,x
COc1ccc(CCC(=O)Nc2ccc(Br)cn2)cc1,u,x
O=C(COc1ccc([N+](=O)[O-])cc1)NNC(=O)Nc1ccccc1F,i,x
Cc1ccc(NC(=S)NNC(=O)c2cccc([N+](=O)[O-])c2)cc1Cl,1%,-3
O=C(Nc1ccccc1)c1cc2ccccc2[nH]1,u,x
COc1ccc(/C=C2\C(=O)ON=C2c2cccc([N+](=O)[O-])c2)cc1,0%,1
COc1ccc(O)c(/C=N/N2CCCCC2)c1,u,x
COc1ccc(-c2nc(N)n(S(=O)(=O)c3ccc(C)cc3)n2)cc1,u,x
CC(C)C(c1nnnn1C1CCCCC1)N1CCN(C(=O)c2ccco2)CC1 (stereo not given),i,-1
Cc1ccc(C(=O)CCC2CCCCC2=O)cc1 (stereo not given),u,x
NC(=S)Nc1cccc2cnccc12,u,x
N#C/C(C(=O)N1CCCCC1)=C1/N=C(NC(=O)c2ccc(F)cc2)c2ccccc21,i,13
Nc1nc(SCc2ccc(Br)cc2)[nH]c(=O)c1-c1ccccc1,11%,11
